From PubChem
XiGFP reactiv: activators of inactive X chromosome reactivation, primary screen, imaging, XiGFP fibroblasts, GFP high-content imaging, set 2 | XiGFP mouse fibroblasts, % GFP-positive cells imaging, 3 d; cells co-treated with 5-aza-dC sensitizer; scaled so ellipticine positive control = 100% | activation, % at 7.58 µM | 0.055% of 360,000 active | AID 743238, 2013;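 active = mean normalized replicate activation at least 10% and every replicate at or above 10%; inconclusive = only one of the two criteria met; inactive = mean below 10% and not all replicates reach 10%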;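 note: 0% = median of on-plate neutral control wells and 100% = ellipticine 6 µM median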
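Material: XiGFP fibroblasts, SV40-immortalized. Buffer or medium: DMEM plus 5-aza-dC sensitizer. Compound: single concentration per compound, delivered by pin transfer. Times: 3 days compound exposure. Controls: ellipticine 6 µM.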
RAD52 inh: RAD52 DNA annealing inhibitors, primary screen, biochemical, FRET, single point, set 2 | DNA repair protein RAD52 homolog (Homo sapiens), P43351 | recombinant RAD52 DNA annealing, FRET fluorescence | inhibition, % at 18.7 µM | 0.46% of 360,000 active;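 active = every replicate showing at least 50% inhibition; inconclusive = mean inhibition at least 50% but not in every replicate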
Target sequence (P43351 whole entry, looked up): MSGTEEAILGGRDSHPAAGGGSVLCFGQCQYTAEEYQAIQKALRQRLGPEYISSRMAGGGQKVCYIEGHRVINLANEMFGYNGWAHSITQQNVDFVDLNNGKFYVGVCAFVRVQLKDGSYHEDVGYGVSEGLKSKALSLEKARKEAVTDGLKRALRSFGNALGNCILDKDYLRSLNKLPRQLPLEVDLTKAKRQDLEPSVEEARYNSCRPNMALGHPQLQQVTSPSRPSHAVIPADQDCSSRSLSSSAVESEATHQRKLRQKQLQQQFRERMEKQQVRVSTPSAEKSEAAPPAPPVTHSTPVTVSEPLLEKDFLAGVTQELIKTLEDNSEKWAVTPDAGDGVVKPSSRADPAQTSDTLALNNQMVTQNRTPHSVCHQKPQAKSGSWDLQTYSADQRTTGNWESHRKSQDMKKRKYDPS
INS-1E GSIS act: GLuc luminescence reporter in INS-1E cells, primary screen for activators of glucose-dependent secretion of insulin | INS-1E GLuc reporter insulin secretion, 2-3 h | activation, % at 16.6 µM | 0.61% of 370,000 active | AID 743287, 2014;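 active = lowest replicate activation of at least 40%, so every replicate reaches that level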;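 note: 0% = median of neutral control wells and 100% = median of IBMX positive control wells; some compounds called inactive have numbers as strong as hits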
CASP6 VEID inh: human caspase-6 inhibitors, primary screen, biochemical, VEID-R110 fluorescence, single point, set 2; P55212; purified caspase-6, Z-VEID-R110 cleavage fluorescence; inhibition, % at 12.5 µM; 0.53% of 350,000 active; AID 686996, 2013;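 active = mean inhibition across replicates at least about 35%, with every replicate also reaching that limit, limit read from the data; inconclusive = only one of the two criteria met; inactive = neither criterion met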;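 note: 0% = median of neutral control wells and 100% = no fluorescence left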
Target sequence (P55212 24-179 limits assumed): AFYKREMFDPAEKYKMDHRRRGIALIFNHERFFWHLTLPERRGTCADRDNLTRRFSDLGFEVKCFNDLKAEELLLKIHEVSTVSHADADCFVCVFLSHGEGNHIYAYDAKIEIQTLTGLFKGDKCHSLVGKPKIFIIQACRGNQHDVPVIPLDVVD
Target sequence (P55212 194-293 limits assumed): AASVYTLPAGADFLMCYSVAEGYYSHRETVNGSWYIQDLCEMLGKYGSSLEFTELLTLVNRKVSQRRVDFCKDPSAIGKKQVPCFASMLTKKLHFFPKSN
CFTR F508del cor: F508del CFTR correction, initial screen, CFBE line, single point; CFBE cells, YFP halide quenching; stimulated with forskolin plus potentiator P3; % fluorescence drop versus neutral controls; activity (quench increase), % at 7.58 µM; 0.36% of 350,000 active;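 active = mean added fluorescence quench of at least 8% versus neutral control, with both replicates also reaching 8%; inconclusive = only one of the mean or replicate conditions met; inactive = mean below 8% and not both replicates reaching 8%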;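 note: cells transiently co-express mutant CFTR-F508del with the halide-sensitive YFP; corrector assay measuring rescue of mutant channel to the surface after 24 h compound exposure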
DENV2 CPE: inhibitors of DENV2 cytopathic effect, primary screen, cell-based, plate reader, single concentration. DENV2-infected cells, cytopathic effect rescue. CPE inhibition, % at 9.99 µM. 1.7% of 350,000 active. AID 651640, 2012; in the data active = CPE inhibition above about 20%, passing the limit was not always enough; inconclusive = no clear call, values can overlap the other calls; tested in BHK-21 cells;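 note: 0% = median of neutral control wells and 100% = median of positive control wells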
RAD54 inh: inhibitors of human RAD54 branch migration, primary screen, biochemical, fluorescence, single point; inhibition, % at 10.4 µM; 0.14% of 360,000 active; DNA repair and recombination protein RAD54-like (Homo sapiens), Q92698; RAD54 Holliday junction branch migration, FAM/BHQ fluorescence;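 active = mean normalized replicate activity at least 40 and at least half of replicates scoring 40 or more; inconclusive = only one of the two criteria met; inactive = mean below 40 and under half of replicates reaching 40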;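 note: 0% = median of neutral control wells and 100% = median of positive control wells; inhibitors cause a drop in the FAM fluorescence signal; in these data hits start at about 50%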
E-sel inducer: E-selectin induction in HUVECs, primary screen, imaging, HUVEC, immunofluorescence imaging, single point. normalized: neutral wells 0, TNF-alpha wells 100. activation, % at 7.58 µM. P16581. 0.37% of 260,000 active. AID 686992, 2013;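 active = mean E-selectin-positive cell signal at least 10% of the positive control, reached in at least 60% of replicates, without over 20% cell loss; inconclusive = no rule given, readout overlaps actives, possibly toxicity-flagged; inactive = the rest, including those meeting only one limit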;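 note: in these data hits start at about 27%; measured in HUVEC primary endothelial cells; signal is the percent of cells scored E-selectin positive by PE staining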
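assay system = HUVEC, human umbilical vein endothelial cells | input = 3,000 HUVEC seeded per well | medium = EGM-2 growth medium on 0.1% gelatin-coated wells | dosing = one compound dose added by pin transfer | signal = immunofluorescence imaging | read-out basis = % PE-positive cells | control set = TNF-alpha, DMSO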
Starred values were filed as active, the others as inactive; ? = inconclusive; / = not tested or not shown.

SMILES | XiGFP reactiv | RAD52 inh | INS-1E GSIS act | CASP6 VEID inh | CFTR F508del cor | DENV2 CPE | RAD54 inh | E-sel inducer
CC(C)C#Cc1cnc2c(c1)C(=O)N([C@H](C)CO)C[C@H](C)[C@@H](CN(C)C(=O)CCN1CCCCC1)O2 | 0.3 | 9 | 17 | -1 | -1.1 | 1 | 2 | -0.2
CCCCn1c(N)c(N(CC(C)C)C(=O)CN2C(=O)c3ccccc3C2=O)c(=O)[nH]c1=O | 0.0 | -10 | -2 | / | 2.6 | -13 | / | /
CS(=O)(=O)c1ccc(C(=O)OC2CCOC2=O)cc1[N+](=O)[O-] (stereo not drawn) | -0.1 | 3 | 110 | 10 | -1.3 | ? | 0 | /
FC(F)(F)c1ccc(CN2CCN(Cc3ccco3)CC2)cc1 | 0.1 | 97* | -6 | 2 | -3.2 | -2 | -8 | 1.2
COC(=O)C[C@@H]1CC[C@H]2[C@@H](COc3ccc(NC(=O)c4cccc(OC)c4)cc3C(=O)N2C)O1 | -0.1 | 0 | -5 | 2 | 3.4 | ? | -7 | 0.2
COc1cc(OC)nc(/N=C/N(C)C)n1 | 0.1 | -11 | 4 | -2 | -6.5 | -9 | / | -0.8
COc1ccc(/C=C/C(=O)Oc2ccc(C)cc2)cc1 | 0.2 | -3 | / | 0 | -9.5 | -4 | -1 | /
CC(Oc1ccc(Cl)cc1Cl)C(=O)NNC(=O)c1cccnc1 (stereo not drawn) | 0.1 | -8 | -2 | -1 | -1.5 | 8 | / | /
CC(C)CC#Cc1ccc2c(c1)O[C@H](CN(C)C(=O)Nc1ccccc1F)[C@H](C)CN([C@@H](C)CO)S2(=O)=O | -1.2 | 13 | 2 | -2 | 4.5 | 2 | 0 | 0.3
COc1ccccc1N(CC(=O)N1CCOCC1)S(C)(=O)=O | 0.0 | 4 | / | -1 | 0.8 | 10 | 0 | 0.6
Cc1ccc(-n2c(SCC(=O)N3CCCc4ccccc43)nnc2-c2cccnc2)c(C)c1 | 0.1 | -23 | -4 | 1 | 1.8 | 5 | / | /
Cc1ccc(NC(=S)N2CCC(NC(=O)c3cccc(F)c3)CC2)cc1 | 0.0 | -6 | 13 | 0 | -1.0 | 16 | 0 | /
Cc1nc(Cl)sc1C(=O)Nc1ccc(C(F)(F)F)cc1 | 0.0 | -6 | -23 | 1 | 0.7 | -3 | 2 | /
O=[N+]([O-])c1ccccc1S(=O)(=O)NC1CC2CCC1C2 (stereo not drawn) | 0.3 | 4 | -17 | -2 | -1.9 | 2 | -12 | 0.0
CCS(=O)(=O)N1CC2(CN(Cc3ccccc3F)[C@@H](CO)c3c2c2ccc(OC)cc2n3C)C1 | 0.0 | -15 | 16 | -2 | -1.3 | -11 | / | -0.7
C[C@@H]1CN([C@H](C)CO)C(=O)c2cccc(NC(=O)Nc3ccc(F)cc3)c2O[C@@H]1CN(C)Cc1ccc(C(F)(F)F)cc1 | -0.1 | 17 | -35 | 1 | -1.9 | 13 | -7 | 0.2
Cc1cccnc1NC(=S)NC(=O)c1oc2ccccc2c1C | 0.0 | -19 | 1 | -3 | -1.1 | -2 | 10 | 0.1
O=C(Nc1ccccc1)Nc1ccc2c(c1)[C@@H]1C[C@@H](CC(=O)N3CCOCC3)O[C@@H](CO)[C@@H]1O2 | 0.0 | / | 3 | / | 1.2 | -6 | -14 | -0.2
COc1ccc(Cl)cc1C1=NOC2(CCC2)C(=O)N1Cc1ccc(NC(C)=O)cc1 | -0.1 | -22 | -18 | 0 | 5.9 | 5 | -8 | /
CC/C(=N\NC(N)=O)c1ccc(OC(F)F)cc1 | / | 3 | 17 | 1 | -0.5 | 8 | -3 | -0.4
CNC(=O)c1ccc(NC(=O)c2ccccc2OCc2c(C)noc2C)cc1 | -0.1 | -6 | 1 | 1 | 0.3 | -4 | 2 | -0.1
CCCNC(=O)N1C[C@@H](C)[C@@H](OC)CN(C)C(=O)c2cc(NS(C)(=O)=O)ccc2OC[C@H]1C | -0.3 | 8 | 9 | 3 | 3.2 | 11 | 8 | 0.0
CCCNC(=O)Nc1ccc2c(c1)OC[C@H](C)N(CCC(F)(F)F)C[C@@H](C)[C@@H](OC)CN(C)C2=O | 0.2 | 0 | -24 | / | -1.5 | 2 | 4 | 0.5
O=C(O)CSCC(=O)Nc1ccc(-c2nc3ccccc3s2)cc1 | 0.2 | -23 | 5 | 25 | -0.9 | 0 | 0 | 0.1
COc1cc([N+](=O)[O-])cc(/C=N/NC(=O)c2ccc(NC(=O)c3ccc(C)cc3)cc2)c1O | 0.0 | -26 | 5 | 0 | -6.1 | 0 | / | 0.1
Cc1[nH]c2ccccc2c1/C=N/Nc1nc2ccccc2[nH]1 | 17* | 32 | / | 1 | -15 | -24 | 21 | -0.5
COc1ccc(CN2CCNC(=O)C2CC(=O)NCC2CCOCC2)cc1C (stereo not drawn) | 0.0 | -17 | 22 | 0 | 1.3 | 13 | -3 | /
COc1cccc(S(=O)(=O)Nc2ccc3c(c2)OC[C@@H](C)NC[C@H](C)[C@H](OC)CN(C)C3=O)c1 | 0.1 | 0 | 10 | -2 | -1.7 | -5 | 4 | 0.1
CCOCCCNC(=O)c1cc2c(=O)n3cccc(C)c3nc2n1C | 0.0 | -17 | / | 1 | 1.9 | -2 | -1 | 0.9
C[C@@H]1CN([C@H](C)CO)C(=O)Cc2cc(NC(=O)Cc3ccccc3)ccc2O[C@@H]1CN(C)Cc1ccc(Oc2ccccc2)cc1 | -0.5 | 7 | -9 | 0 | -4.9 | -2 | 3 | -8.3
C[C@H](CO)N1C[C@H](C)[C@H](CN(C)C)Oc2ccc(NC(=O)Nc3ccccc3)cc2C1=O | 0.5 | -7 | 11 | 1 | -0.2 | -5 | 0 | -4.8
CCn1ccnc1CN(C)Cc1cn(C)nc1-c1ccccc1F | 0.0 | -18 | 0 | -3 | -0.3 | -2 | / | -0.2
CC(C)C[C@H]1CNC(=O)C(=O)N1C[C@H]1CCCN1C[C@H](CC(C)C)N1C[C@H](CC(C)C)N(CCc2ccccc2)C(=O)C1=O | 0.1 | -3 | -24 | 5 | -1.3 | -7 | / | -0.1
CNC[C@H]1Oc2c(NC(=O)c3ccc(-c4nccs4)cc3)cccc2C(=O)N([C@@H](C)CO)C[C@H]1C | -0.3 | -14 | 16 | -2 | -0.2 | 2 | 2 | 0.4
CO[C@@H]1CN(C)C(=O)c2ccc(NC(=O)NC(C)C)cc2OC[C@@H](C)N(S(C)(=O)=O)C[C@@H]1C | -0.3 | 7 | 0 | 1 | 2.3 | -3 | / | 1.4
O=C(Nc1c2c(nn1-c1ccc(F)cc1)CS(=O)(=O)C2)C1CCCC1 | 0.3 | 3 | 25 | 0 | 1.3 | 3 | -10 | /
COc1ccc(-c2ccc3c(c2)O[C@@H](CN(C)C(=O)Nc2ccccc2F)[C@H](C)CN([C@@H](C)CO)S3(=O)=O)cc1 | -1.3 | 13 | -27 | 4 | -1.1 | 6 | -2 | -0.4
CCC(=O)N(C)C[C@H]1Oc2cc(C#CC3CCCCC3)ccc2S(=O)(=O)N([C@H](C)CO)C[C@@H]1C | -0.1 | -4 | -14 | 1 | -2.3 | -18 | 8 | 1.1
COc1cc(NC(=O)c2ccccc2)c(OC)cc1NC(=O)Cc1ccc(F)cc1 | 0.2 | -13 | 9 | 0 | -2.0 | 7 | -9 | 2.9
O=C(Cc1ccncc1)NCC[C@@H]1CC[C@H](NC(=O)C2CCCCC2)[C@H](CO)O1 | 0.0 | -24 | 1 | 1 | -1.4 | 0 | -9 | 0.6
CCNC(=O)NC(=O)CSc1ccc(S(=O)(=O)N2CCCCC2)cn1 | 0.0 | -20 | 3 | -2 | -0.4 | -4 | 0 | /
Cc1cc(S(=O)(=O)N2CCN(C(=O)c3ccco3)CC2)ccc1F | 0.0 | -9 | 3 | 0 | 1.3 | -6 | -14 | /
CC(=O)Nc1cccc(NC(=O)C(=O)c2cn(CC(=O)N3CCCCC3)c3ccccc23)c1 | 0.2 | -238 | 4 | -1 | -0.1 | 0 | / | 0.1
C#CCNCCS(=O)(=O)N(Cc1ccc(Br)cc1)[C@@H](CC(C)C)C(=O)O | 0.0 | -18 | -7 | 16 | 3.2 | 11 | 9 | 0.0
O=C(C[C@H]1CC[C@@H]2NC[C@@H](O)COC[C@H]2O1)NCc1ccc2c(c1)OCO2 | 0.3 | / | 7 | / | 1.5 | -2 | 8 | -0.1
CCOc1ccc(N(CC(=O)N/N=C/c2ccccn2)S(=O)(=O)c2ccc(Cl)cc2)cc1 | 0.6 | -16 | -36 | 1 | 1.8 | -2 | 10 | 0.5
COc1cc(/C=N/n2c(-c3ccccc3)n[nH]c2=S)cc(OC)c1OC | 0.2 | -13 | 18 | 0 | -0.8 | 4 | 5 | 0.2
CSc1nc2c(c(=O)[nH]1)C(c1ccc(Cl)cc1)CC(=O)N2 (stereo not drawn) | 0.1 | 6 | -20 | -2 | -3.2 | 3 | / | /
CCCC(O)(c1ccc(CC)cc1)C(CN1CCOCC1)c1ccccc1 (stereo not drawn) | 0.5 | 2 | -16 | -1 | 1.2 | 3 | 6 | -0.2
CC(C)NC(=O)N(C)C[C@@H]1Oc2ccc(NS(C)(=O)=O)cc2CC(=O)N([C@H](C)CO)C[C@@H]1C | -1.0 | -4 | 23 | -3 | 0.7 | 1 | 12 | /

New compounds follow.
SMILES | XiGFP reactiv | RAD52 inh | INS-1E GSIS act | CASP6 VEID inh | CFTR F508del cor | DENV2 CPE | RAD54 inh | E-sel inducer
COC(C(=O)Nc1ccccc1C(=O)N1CCOCC1)c1ccccc1 (stereo not drawn) | 0.0 | -1 | 8 | -5 | 0.4 | 6 | 1 | /
Cc1ccc(NC(=O)CN(C)C(=O)COc2ccccc2-c2ccccc2)cc1 | -0.1 | -23 | -37 | 1 | -3.1 | -1 | 2 | -0.4
O=C(CCCc1nc(-c2ccccc2)no1)NC1CCCCC1 | 0.2 | -20 | 4 | 0 | -2.4 | 3 | 0 | -0.5
COc1ccc(-c2oc(=O)c3cc(OC)c(OC)cc3c2/C=C/c2ccc(F)cc2)cc1 | 0.1 | -15 | 4 | -4 | -1.4 | 9 | 2 | 0.2
NC(=S)N=Nc1c(O)[nH]c2ccc(F)cc12 | 0.1 | -15 | -3 | 2 | 1.3 | 1 | / | /
CCOC(=O)c1c(NC(=O)CNC2CCCCC2)sc(C)c1C | 0.0 | 2 | 8 | 0 | -1.0 | -5 | / | 5.0
COc1ccc(C#Cc2ccc([C@@H]3[C@H](CO)N4CCCCN(C(=O)c5ccncc5)C[C@@H]34)cc2)cc1 | 0.0 | -5 | -8 | -2 | -3.5 | -23 | 4 | 0.6
